Screens from PubChem BioAssay.
Tat transport – inhibitors of E. coli Tat protein transport; E. coli MC4100 TorA-mCherry Tat export, fluorescence; inhibition, % at 10 µM; 340,000 tested, 0.036% active; AID 488895;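 active = mean replicate inhibition at least 50% and at least half of replicates individually reaching 50%; inconclusive = only one of the two criteria met; inactive = neither criterion met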;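 also: exported cargo escapes ClpAP degradation while cytoplasmic cargo is degraded and loses fluorescence; 0% = median of neutral control wells and 100% = median of NaSCN control wells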
Mot1-301 SUMO – blocks SUMOylation pathway, rescuing yeast Mot1-301 growth | 320,000 tested, 1% active | S. cerevisiae Mot1-301 growth rescue, ATP luminescence, 38.5C; percent above DMSO median, 100 means doubled | growth rescue, % at 18.8 µM | AID 2716;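 active = every valid replicate shows activation above 250% relative to neutral control wells; inactive = the rest, any valid replicate at or below 250%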;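 also: OY570 slx delta 5 strain wells were the positive control but not used for scaling; some compounds called inactive have numbers as strong as hits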
PKA-R1A activ – activates the PKA-R1A holoenzyme complex; P00514+P68181; AID 504707; PKA-R1A dissociation, Cy5-IP20 fluorescence polarization; scaled: DMSO 0%, 113 µM cGMP 100%; 340,000 tested, 0.083% active; activation, % at 11.4 µM;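 active = percent activation above the mean of all tested compounds plus 3 SD, cut at about 19% in these data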;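 also: higher means more PKAc released from R1A so a rise in polarization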
HTR5A inv ctr – inverse agonist of human HTR5A in OPRM1-OPRD1 counter-screen. P47898. HTR5A cell line, luminescence, inverse agonism. inhibition, % at 9.3 µM. 340,000 tested, 0.083% active. AID 504634; in the data active = inhibition mostly above about 23%, no sharp cut-off; inactive = mostly below about 18%;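 also: 0% = cells with DMSO and 100% = no-cell wells with DMSO; some compounds called inactive have numbers as strong as hits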
Target sequence (P47898 whole entry, looked up): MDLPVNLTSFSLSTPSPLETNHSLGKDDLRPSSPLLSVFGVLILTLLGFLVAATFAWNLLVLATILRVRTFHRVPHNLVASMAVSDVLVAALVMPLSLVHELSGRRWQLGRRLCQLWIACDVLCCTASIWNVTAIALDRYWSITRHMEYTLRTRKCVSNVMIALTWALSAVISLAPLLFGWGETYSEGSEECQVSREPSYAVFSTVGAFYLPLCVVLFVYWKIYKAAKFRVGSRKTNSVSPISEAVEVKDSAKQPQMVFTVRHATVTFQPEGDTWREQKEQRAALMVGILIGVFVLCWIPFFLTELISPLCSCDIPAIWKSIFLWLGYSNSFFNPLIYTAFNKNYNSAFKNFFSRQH
AddAB inh – less growth of phage-infected E. coli with AddAB; E. coli expressing H. pylori AddAB, absorbance growth; inhibition, % at 11.9 µM; 330,000 tested, 0.29% active; in the data active = inhibition above about 12%;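 also: 0% = vehicle wells of infected cells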
phage Ecoli inh – E. coli growth loss with phage present; growth absorbance; 360,000 tested, 0.26% active; inhibition, % at 11.9 µM; in the data active = inhibition above about 11%
Ecoli viability – bacterial growth inhibition, counter-screen for AddAB inhibitors | E. coli V3065 growth, OD600 absorbance, 18 h | inhibition, % at 11.9 µM | 330,000 tested, 0.27% active | AID 449728;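 active = inhibition above the campaign's mean inhibition across all tested compounds plus 3 SD, cut at about 9.9% in these data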;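 also: uninfected addAB+ strain grown without phage in ampicillin broth; 0% = DMSO wells and 100% = ciprofloxacin 0.95 µg/ml wells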
CDK5 inh – blocks human CDK5/p35 kinase activity | Q00535+Q15078 | Recombinant CDK5/p35, ADP-Glo luminescence, 60 min | inhibition, % at 10 µM | 330,000 tested, 0.01% active | AID 488839;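 active = highest replicate inhibition of at least 50% and at least 75% of replicates reaching 50%; inconclusive = only one of the two criteria met; inactive = both criteria failed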;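 also: plate controls were DMSO neutral control for no effect and GW8510 at 10 µM for full effect; many of its hits are not listed in these tables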
PKA-R2B activ – activators of human PKA-R2B complex | 340,000 tested, 0.079% active | PKA-R2B holoenzyme dissociation, Cy5-IP20 fluorescence polarization; R2B truncated from residue 108, S112A mutant; 0% DMSO only, 100% 113 µM cGMP | activation, % at 11.4 µM;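 active = activation above a cutoff set at the mean over all compounds plus 3 SD, cut at about 18% in these data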;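 also: higher means more holoenzyme dissociation and a rise in polarization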
Target sequence (P31323 whole entry, looked up, other chains not shown, the tested form may be a part): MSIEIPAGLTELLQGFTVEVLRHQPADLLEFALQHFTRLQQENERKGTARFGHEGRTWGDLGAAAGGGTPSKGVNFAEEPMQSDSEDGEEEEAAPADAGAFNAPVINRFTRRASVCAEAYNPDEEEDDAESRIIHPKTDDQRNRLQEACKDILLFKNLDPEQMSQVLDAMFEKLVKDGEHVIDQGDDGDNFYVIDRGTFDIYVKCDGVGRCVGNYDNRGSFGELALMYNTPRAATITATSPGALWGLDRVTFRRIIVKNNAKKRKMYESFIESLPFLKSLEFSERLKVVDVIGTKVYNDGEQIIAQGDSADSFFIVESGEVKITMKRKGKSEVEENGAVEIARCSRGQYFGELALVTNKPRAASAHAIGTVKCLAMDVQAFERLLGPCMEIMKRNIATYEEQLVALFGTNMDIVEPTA
DAGLB inhibitor – diacylglycerol lipase beta (human) inhibition | Q8NCG7 | inhibition, % at 5.17 µM | 340,000 tested, 0.059% active | HEK293T DAGLB membrane lysate, EnzChek fluorogenic substrate; in the data active = inhibition above about 34%;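 also: 0% = enzyme with vehicle and 100% = wells lacking enzyme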
HTR5A ag ctr – HTR5A agonism, opioid heterodimer counter-screen; P47898; activation, % at 9.3 µM; AID 504692; HTR5A agonist assay, luminescence, cell-based; 340,000 tested, 0.61% active; in the data active = activation mostly above about 9.5%, no sharp cut-off; inactive = mostly below about 7.6%;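 also: 0% = cells with vehicle only and 100% = reference agonist; strong numbers were not always called active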
The depositor's hits bear a star; ? = inconclusive; . = not tested or not shown. Only part of the results is shown; count on the stated rates, not on these rows.

entry	molecule	phage Ecoli inh	HTR5A ag ctr	Ecoli viability	Tat transport	Mot1-301 SUMO	DAGLB inhibitor	CDK5 inh	PKA-R1A activ	AddAB inh	HTR5A inv ctr	PKA-R2B activ
1	Cc1ccc(N=C(/N=C(\N)N[N+](=O)[O-])Nc2ccc(C)cc2)cc1	2.9	-1	-0.8	10	-5	-3	-4.4	-5	1.3	0	-10
2	O=[N+]([O-])NC1=NCN(Cc2ccco2)CN1Cc1ccco1	2.8	6	0.3	-1	5	0	0.4	-11	3.0	-6	-1
3	CC(=O)O[C@@H]1CC[C@]2(C)C3CC[C@@]4(C)C(C[C@@H](O)[C@@H]4O)C3[C@@H](OC(C)=O)C[C@H]2C1 (some centres undefined)	-0.5	1	0.3	-11	-3	-2	0.3	7	-2.4	-3	-6
4	O=C1NC(=O)C(CCc2ccncc2)(c2ccccc2)C(=O)N1	2.3	3	-1.3	12	-9	1	-8.0	-5	2.9	1	0
5	COC(=O)C1=C(c2ccc(OC)c(OC)c2)C[C@@H]2CC[C@H]1N2C(=O)NCc1ccc(F)cc1	1.4	2	2.8	-3	0	-2	-0.5	-4	3.7	-19	-2
6	COC(=O)C1C(C(=O)O)C2(Cl)C(Cl)=C(Cl)C1(Cl)C2(Cl)Cl (centres undefined)	4.2	1	.	-1	.	4	-0.9	7	.	-4	-3
7	Cc1ccccc1CN1CCCN(Cc2ccc(Cl)cc2)S1(=O)=O	2.1	-1	-1.0	0	79	-21	0.6	-2	2.7	2	-6
8	O=C(c1cc(Br)ccc1Cl)N1CCC2(CC1)OCCO2	2.8	8	-1.6	12	-4	1	-1.5	0	1.6	-40	-9
9	CCCCCCn1c(=O)c(C(=O)Nc2cnccn2)c(O)c2ccccc21	2.1	2	0.7	-4	-2	-2	-0.6	-1	3.5	-5	-6
10	O=c1[nH]c(=O)n(CCc2ccccc2)c(O)c1C=NCc1ccc2c(c1)OCO2	2.3	-2	0.3	?	247	3	2.0	-10	-0.5	6	-9
11	CCN1CCN(Cc2cc(OC)c3c(c2)OCO3)CC1	1.4	2	0.3	8	84	1	-2.2	-3	2.0	-8	8
12	FC(F)(F)c1ccc2c(c1)ncn2C1CCN(Cc2nnnn2C2CCCCC2)CC1	0.9	.	-1.3	4	-18	1	0.7	3	-2.5	.	4
13	Cc1cc(C)c(C2=NOC(O)(C(F)(F)F)C2)c(=O)[nH]1 (centres undefined)	2.4	-1	0.9	-5	136	0	0.1	-10	1.6	6	8
14	COc1ccc(C(CC(=O)N2CCC3(CC2)OCCO3)NS(=O)(=O)c2ccc(OC)cc2)cc1 (centres undefined)	2.8	0	2.9	-11	-1	1	0.1	-6	4.9	-30	-4
15	CC(C)CC(=O)Nc1ccc(S(=O)(=O)N2CC3CC(C2)c2cccc(=O)n2C3)cc1 (centres undefined)	0.1	-2	1.6	0	-9	-1	0.7	6	-1.2	5	5
16	CC(=O)N1N=C(c2cccnc2)CC1c1ccccc1O (centres undefined)	4.3	-3	2.4	-3	318	1	-0.1	6	5.6	8	-4
17	CN(C)c1ccc(/C=C2/C(=O)NC(=O)N(Cc3ccco3)C2=O)cc1	1.9	-5	-0.1	-3	383*	2	-11	-4	1.0	13	-8
18	Cn1c(O)c(C(c2ccccn2)c2c(O)n(C)c(=S)[nH]c2=O)c(=O)[nH]c1=S	0.9	0	-2.7	-8	5	1	-1.0	-5	-2.1	-25	-5
19	COc1ccc(OC)c(NC2=NCCCS2)c1	3.0	-1	-0.2	-1	-9	-1	-0.4	-9	0.7	-77	5
20	COc1ccc2c(c1)CC1(CN2C)C(=O)NC(=O)N(c2ccc(F)cc2)C1=O (centres undefined)	3.0	4	-2.2	1	-12	2	4.7	4	0.8	5	0
21	Cc1ccc(Cn2nnnc2CN2CCC(n3nnc4ccccc43)CC2)cc1	1.8	.	0.2	-4	4	3	0.5	-4	-0.4	.	6
22	CC(Cc1ccccc1)[n+]1cc(/N=C(\[O-])Nc2ccccc2)on1 (centres undefined)	1.8	2	1.3	-7	9	6	-0.5	-7	0.9	-12	0
23	C[N+](C)(C)CC#CCN1CCCC1=O	3.5	-1	1.0	5	-5	0	-0.9	-17	0.9	3	-5
24	O=C(Cn1cnc2ccccc2c1=O)NCCC(=O)N1CCC2(CC1)OCCO2	0.6	2	0.0	1	82	0	0.6	-8	-0.6	-1	-26

A second format for part of the listing above:
Order of results: phage Ecoli inh | HTR5A ag ctr | Ecoli viability | Tat transport | Mot1-301 SUMO | DAGLB inhibitor | CDK5 inh | PKA-R1A activ | AddAB inh | HTR5A inv ctr | PKA-R2B activ
16. CC(=O)N1N=C(c2cccnc2)CC1c1ccccc1O (centres undefined)
    4.3 | -3 | 2.4 | -3 | 318 | 1 | -0.1 | 6 | 5.6 | 8 | -4
17. CN(C)c1ccc(/C=C2/C(=O)NC(=O)N(Cc3ccco3)C2=O)cc1
    1.9 | -5 | -0.1 | -3 | 383* | 2 | -11 | -4 | 1.0 | 13 | -8
18. Cn1c(O)c(C(c2ccccn2)c2c(O)n(C)c(=S)[nH]c2=O)c(=O)[nH]c1=S
    0.9 | 0 | -2.7 | -8 | 5 | 1 | -1.0 | -5 | -2.1 | -25 | -5
19. COc1ccc(OC)c(NC2=NCCCS2)c1
    3.0 | -1 | -0.2 | -1 | -9 | -1 | -0.4 | -9 | 0.7 | -77 | 5
20. COc1ccc2c(c1)CC1(CN2C)C(=O)NC(=O)N(c2ccc(F)cc2)C1=O (centres undefined)
    3.0 | 4 | -2.2 | 1 | -12 | 2 | 4.7 | 4 | 0.8 | 5 | 0
21. Cc1ccc(Cn2nnnc2CN2CCC(n3nnc4ccccc43)CC2)cc1
    1.8 | . | 0.2 | -4 | 4 | 3 | 0.5 | -4 | -0.4 | . | 6
22. CC(Cc1ccccc1)[n+]1cc(/N=C(\[O-])Nc2ccccc2)on1 (centres undefined)
    1.8 | 2 | 1.3 | -7 | 9 | 6 | -0.5 | -7 | 0.9 | -12 | 0
23. C[N+](C)(C)CC#CCN1CCCC1=O
    3.5 | -1 | 1.0 | 5 | -5 | 0 | -0.9 | -17 | 0.9 | 3 | -5
24. O=C(Cn1cnc2ccccc2c1=O)NCCC(=O)N1CCC2(CC1)OCCO2
    0.6 | 2 | 0.0 | 1 | 82 | 0 | 0.6 | -8 | -0.6 | -1 | -26

(list continues)
entry	molecule	phage Ecoli inh	HTR5A ag ctr	Ecoli viability	Tat transport	Mot1-301 SUMO	DAGLB inhibitor	CDK5 inh	PKA-R1A activ	AddAB inh	HTR5A inv ctr	PKA-R2B activ
25	CC(=NCc1ccc(F)cc1)c1c(O)n(C)c(=O)n(C)c1=O	1.9	-8	0.5	5	219	2	-2.2	-4	0.1	21	2
26	CCC(=NCC1CCCO1)c1c(O)n(-c2ccc(OC)cc2)c(=O)[nH]c1=O (centres undefined)	1.5	-3	0.6	1	-10	-4	0.6	-2	1.1	8	5
27	C=CCn1c(O)c(C(C)=Nc2cccc(C(F)(F)F)c2)c(=O)[nH]c1=O	0.1	-3	0.2	6	-12	-3	1.2	-1	-0.5	8	2
28	O=C(Nc1ccc(F)c([N+](=O)[O-])c1)N1C[C@H]2C[C@@H](C1)c1cccc(=O)n1C2	0.4	0	0.3	-15	-13	3	0.3	7	0.9	-12	0
29	C/C(=N\NP(=S)(c1ccccc1)c1ccccc1)c1ccc(O)cc1O	1.4	3	-1.2	2	359	7	0.3	7	0.0	-10	-3
30	CN1[C@@H]2CCC[C@H]1CC(=O)C2	5.3	2	.	3	.	3	0.2	-3	.	-21	-1
31	COc1cc(Br)cc(CN2CCN(C)CC2)c1O	.	1	-2.2	-6	4	-1	-0.4	6	-1.0	0	2
32	CCC(=NCCN1CCOCC1)c1c(O)n(-c2ccccc2C)c(=O)[nH]c1=O	2.2	-5	1.4	6	-8	-1	-0.1	-6	0.4	7	1
33	C=C1[C@@H](C)[C@H]2[C@H](Cc3ccccc3)NC(=O)[C@]23OC(=O)/C=C/[C@H](O)CCC[C@@H](C)C/C=C/[C@H]3[C@@H]1O	3.0	5	-0.3	-6	109	2	-0.5	2	-1.8	-18	0
34	CCCC[n+]1cc(/N=C(\[O-])OC)on1	3.2	1	-1.0	2	71	-1	-0.3	-1	-0.4	-36	1
35	CN1CCC(OC(=O)c2cccc(F)c2)CC1	3.2	1	1.7	-7	3	-1	0.6	4	1.8	-2	0
36	C=CCn1c(O)c(C(C)=NCCc2ccccc2)c(=O)[nH]c1=O	2.9	5	-2.2	6	4	0	-1.0	9	2.1	-3	1
37	CCCCN1C(=O)/C(=C/C=C/c2ccco2)C(=O)NC1=S	2.5	-6	.	-3	.	4	-15	-8	.	14	5
38	COc1ccc(-c2ccc(OC)c(OC)c2OC)cc1	1.2	-4	.	-2	.	-5	0.9	-8	.	14	5
39	O=[N+]([O-])c1ccc(N2CCNCC2)cc1N1CCCCCC1	-0.5	1	-1.8	-4	-28	4	-0.2	-7	1.4	-2	-2
40	O=C(O)COc1ccc(Cl)cc1Cl	3.4	-3	-1.3	8	9	3	-0.2	-4	-0.3	9	-8
41	COc1cc(CN=C(C)c2c(O)n(C3CCCCC3)c(=O)[nH]c2=O)cc(OC)c1	-2.1	1	-2.4	-10	-2	6	1.9	1	0.2	-17	-7
42	CCCCOc1ccc(CN2CCN(CC)CC2)cc1	3.1	-2	-1.2	-3	4	2	-1.1	1	0.5	9	2
43	OCCNc1c2c(nc3ccccc13)CCCC2	2.5	1	-1.9	1	-22	0	0.5	2	0.6	9	2
44	Cc1cccc(Cn2cc(C=O)c3ccccc32)c1	3.2	0	0.2	9	8	-5	0.9	4	0.7	1	4
45	O=[N+]([O-])c1ccc(CNCCc2ccccc2)cc1	2.4	2	0.4	0	11	-1	-0.3	-3	0.3	-6	-6
46	O=C1C(=Cc2ccccc2)N2CCC1CC2	-2.4	3	.	4	.	1	-2.8	-4	.	-12	-1
47	Cc1[nH]c2ccccc2c1CCN	-1.4	0	-2.3	-2	-12	0	0.4	-4	0.8	-6	-3
48	Cc1cc(N(CCCl)CCCl)ccc1C=Cc1ccncn1	0.1	-2	.	-3	.	-19	1.5	4	.	9	3
49	COc1ccc(CCNCc2sccc2C)cc1OC	2.4	1	4.0	-3	-16	2	1.1	-9	2.8	-4	4
50	O=C(c1ccc(F)cc1)N1CCC2(CC1)OCCO2	3.2	-2	0.5	-1	-2	-2	1.4	-3	2.1	-22	1
51	CN(C(=O)Oc1ccc([N+](=O)[O-])cc1)c1ccccc1	2.6	6	0.4	10	139	-6	.	-5	-2.0	8	-2
52	Cc1cc(-c2cc(C)c(N)c(C)c2)cc(C)c1N	2.3	3	.	-4	.	1	-0.4	3	.	-14	-1
53	O=C1NC(=O)C(Cc2ccccc2)(Cc2ccccc2)C(=O)N1Cc1ccccc1	0.9	0	.	-1	.	-4	-1.2	-13	.	-1	5
